# ATG4B inhibitor: ATG4B protease inhibitors, primary screen, biochemical, fluorescence, uHTS; AID 504462, 2011; Cysteine protease ATG4B (Homo sapiens), Q9Y4P1; ATG4B cleavage of LC3-PLA2, NBD-HPC fluorescence, 1 h; inhibition, % at 8.33 µM; actives 0.51% (n = 340,000); in the data active = inhibition above about 40%
# APJ antag: antagonists of human apelin receptor APJ, primary screen, CHO-K1 cells, beta-arrestin complementation, luminescence. inhibition, % at 20 µM. AID 2521, 2010. actives 0.32% (n = 330,000). P35414;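 active = inhibition above about 40% at 20 µM, limit read from the data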;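 note: cells challenged with 10 nM apelin-13 agonist together with compound; plate controls were apelin-13 plus DMSO wells for no effect and DMSO wells lacking apelin-13 for full effect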
# Target sequence (P35414 whole entry, looked up): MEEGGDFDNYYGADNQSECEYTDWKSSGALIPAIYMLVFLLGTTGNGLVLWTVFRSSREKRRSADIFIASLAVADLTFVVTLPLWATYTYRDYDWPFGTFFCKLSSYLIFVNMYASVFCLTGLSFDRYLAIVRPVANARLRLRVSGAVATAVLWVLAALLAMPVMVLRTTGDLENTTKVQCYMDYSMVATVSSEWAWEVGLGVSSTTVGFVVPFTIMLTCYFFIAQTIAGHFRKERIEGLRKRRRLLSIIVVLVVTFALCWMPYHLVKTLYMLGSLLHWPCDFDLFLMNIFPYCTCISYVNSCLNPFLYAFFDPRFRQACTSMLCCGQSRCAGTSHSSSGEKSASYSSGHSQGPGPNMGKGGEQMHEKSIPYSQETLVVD
# UBC13 inh: UBC13 polyubiquitin chain formation inhibitors, primary screen, biochemical, TR-FRET, uHTS; inhibition, % at 20 µM; Ubiquitin-conjugating enzyme E2 N (Homo sapiens), P61088; AID 485273, 2010; actives 0.47% (n = 330,000); in the data active = inhibition above about 45%, passing the limit was not always enough; inconclusive = no clear call, values can overlap the other calls
# EBI2 antag: EBI2 receptor antagonists, beta-arrestin recruitment, primary screen, cell-based, luminescence, 7a,25-OHC stimulation, uHTS; 7a,25-OHC stimulated; inhibition, % at 5 µM; actives 0.81% (n = 360,000); AID 651636, 2012; in the data active = inhibition above about 38%;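 note: enzyme fragment complementation signal reports receptor beta-arrestin coupling in cells; 0% = agonist plus DMSO wells and 100% = wells without agonist; some results beyond the cut were filed as inactive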
# Gli-Sufu antag: Gli-Sufu pathway antagonists, primary screen, luciferase luminescence, Sufu-KO-LIGHT cells, uHTS. Sufu-KO-LIGHT fibroblasts, Gli luciferase reporter luminescence. inhibition, % at 5 µM. actives 0.74% (n = 340,000). AID 588413, 2011;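 active = inhibition above about 55%, limit read from the data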;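 note: 0% = DMSO-treated cells and 100% = wells with medium but no cells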
# CXCR6 inh: CXCR6 receptor inhibitors, primary screen, cell-based, beta-arrestin, luminescence, CHO-K1 PathHunter, 1536-well; C-X-C chemokine receptor type 6 (Homo sapiens), O00574; inhibition, % at 20 µM; actives 0.36% (n = 360,000); AID 602244, 2012; in the data active = inhibition above about 34%, passing the limit was not always enough;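 note: antagonist mode with CXCL16 agonist at 10 nM final; 0% = 10 nM CXCL16 with DMSO and 100% = unstimulated wells without agonist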
# Target sequence (O00574 whole entry, looked up): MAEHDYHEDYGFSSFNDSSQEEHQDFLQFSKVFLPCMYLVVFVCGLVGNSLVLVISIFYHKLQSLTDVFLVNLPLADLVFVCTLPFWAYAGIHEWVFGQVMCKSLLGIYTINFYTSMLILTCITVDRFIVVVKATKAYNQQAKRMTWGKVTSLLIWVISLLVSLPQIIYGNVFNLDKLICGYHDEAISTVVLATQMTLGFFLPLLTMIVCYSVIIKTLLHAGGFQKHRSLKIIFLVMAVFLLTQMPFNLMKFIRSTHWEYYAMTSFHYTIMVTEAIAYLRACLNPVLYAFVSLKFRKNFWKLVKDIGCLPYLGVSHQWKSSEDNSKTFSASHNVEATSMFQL
# APJ agonist: agonists of human apelin receptor APJ, primary screen, CHO-K1 cells, PathHunter beta-arrestin, luminescence. AID 2520, 2010. P35414. actives 0.11% (n = 330,000). 0% DMSO wells, 100% apelin. activation, % at 20 µM;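 active = activation more than six SD over the plate average, tested at 20 µM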;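 note: 0% = DMSO alone and 100% = apelin-13 at 10 nM; some results filed as inactive read as strong as hits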
#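 Assay system – PathHunter CHO-K1 APJ (AGTRL-1) beta-arrestin reporter cells · Compound – one dose, 20 µM compound, 1% DMSO · Timing – compound 90 min 25 °C, reagent 1 h · Measured by – luminescence from split beta-galactosidase complementation, Galacton Star/Emerald II substrate · Measure – beta-arrestin recruitment to APJ as agonist activity, luminescent signal · Benchmarks – DMSO vs Apelin-13 10 nM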
# CCR6 antag: CCR6 receptor antagonists, primary screen, cell-based, CHO-K1, luminescence, beta-arrestin, uHTS. C-C chemokine receptor type 6 (Homo sapiens), P51684. CHO-K1 CCR6 PathHunter beta-arrestin, CCL20-stimulated. inhibition, % at 20 µM. actives 0.49% (n = 340,000);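 active = compounds whose inhibition of the agonist-driven luminescence signal at 20 µM reaches about 50%, limit read from the data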;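 note: cells stimulated with CCL20 at 14 nM final; plate controls were DMSO with CCL20 for no effect and DMSO without agonist for full effect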
# Target sequence (P51684 whole entry, looked up): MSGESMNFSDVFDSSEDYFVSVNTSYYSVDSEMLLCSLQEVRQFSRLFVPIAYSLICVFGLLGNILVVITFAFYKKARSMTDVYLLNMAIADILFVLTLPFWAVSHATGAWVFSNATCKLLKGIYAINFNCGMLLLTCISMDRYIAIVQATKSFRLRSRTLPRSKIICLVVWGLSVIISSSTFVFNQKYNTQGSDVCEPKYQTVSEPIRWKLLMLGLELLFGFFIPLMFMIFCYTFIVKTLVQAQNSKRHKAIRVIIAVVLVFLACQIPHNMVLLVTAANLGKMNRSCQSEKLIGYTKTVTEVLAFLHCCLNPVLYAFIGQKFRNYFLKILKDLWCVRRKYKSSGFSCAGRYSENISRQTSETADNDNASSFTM
# The depositor's hits bear a star; ? = inconclusive; nt = not tested or not shown; & = joins results of further samples.
SMILES,ATG4B inhibitor,APJ antag,UBC13 inh,EBI2 antag,Gli-Sufu antag,CXCR6 inh,APJ agonist,CCR6 antag
C/C(=N\OCC(=O)OCC(=O)NC(=O)c1ccc(OC(F)F)cc1)c1ccc2c(c1)OCO2,5.1,14.0,1.5,5.5,-2.6,-10.1,-0.4,-0.1
CC(=O)N1CCN(c2nnc(-c3ccc(C)cc3)c3ccccc23)CC1,-1.9,1.8,2.1,0.9,6.9,-6.1,-0.3,9.0
CN1CCN(C(=O)c2cc(S(=O)(=O)Nc3ccccc3F)c(Cl)cc2Cl)CC1,-6.0,-12.9,3.7,-2.6,2.6,-4.4,-3.8,4.3
N/C(=N\S(=O)(=O)c1ccc(Cl)s1)c1ccccc1,-9.1,-6.0,-4.3,-10.0,-1.2,-1.4,-1.9,2.0
Fc1ccc(-n2c(Cc3ccccc3)nnc2SCc2nc(-c3ccc(Cl)cc3)no2)cc1,4.1,-14.9,-8.2,24.2,3.9,-1.7,1.0,25.0
COc1ccc(Cl)cc1N(CC(=O)N1CCCC1)S(=O)(=O)c1ccc(C)cc1,-1.0,6.9,8.3,4.8,31.4,-0.8,-0.9,4.0
CCOC(=O)c1ccc(NC(=O)CCC(CC)C(=O)O)cc1 (centres undefined),4.3,-3.1,-3.5,-0.6,-3.5,6.3,3.1,1.0
COc1ccc(S(=O)(=O)Cc2ccc(C(=O)N3CCC(C(N)=O)CC3)o2)cc1,-6.0,11.8,-3.7,-2.5,0.6,2.5,0.5,-10.8
O=C(CCC1COc2ccccc2O1)Nc1ncccc1O (centres undefined),0.4,-7.9,-11.6,-4.0,-2.9,-4.6,3.6,-17.7
O=C(Cn1ccc(NC(=O)OCc2ccccc2)nc1=O)NCCCN1CCCC1=O,6.8,-12.0,-9.9,-6.8,-4.1,1.7,-1.5,2.0
Cc1ccc(C)c(NC(NC(=O)c2cccnc2)C(Cl)(Cl)Cl)c1 (centres undefined),-6.0,-0.6,5.3,-10.0,-3.7,-8.3,-2.2,7.2
O=C1/C(=C/c2ccccc2)SC(=S)N1CC(=O)N1CCCCC1c1cccnc1 (centres undefined),0.6,13.0,-1.8,31.2,6.4,-2.4,-0.1,28.6
Cc1cc(C)cc(C(=O)NCC(=O)N2CCC(C(N)=O)CC2)c1,-3.7,-4.6,-21.6,-1.3,4.6,2.3,-3.0,-4.6
CCOc1ccc(NC(=S)N2CCC(c3nc4ccccc4[nH]3)CC2)cc1,-3.6,-9.3,3.3,23.9,14.2,2.6,0.7,-4.0
O=C(O)C1CC=CCC1C(=O)NCCc1csc(-c2ccccc2)n1 (centres undefined),-1.6,12.0,5.6,-4.6,4.3,8.3,-4.7,8.1
C[n+]1cccc(/C=N/NC(=O)CC23CC4CC(CC(C4)C2)C3)c1,28.1,16.9,10.3,1.8,13.2,-9.1,-1.2,-2.3
COc1cccc(SCc2noc(C(=O)NC(C)C)c2C(=O)NC(C)C)c1,-9.7,14.8,5.6,-7.2,-16.1,1.2,-2.1,11.1
CCN(CC)S(=O)(=O)c1ccc(NC(=O)Cc2cccs2)cc1,-2.6,-3.8,-7.8,8.4,-10.0,1.6,-1.2,5.8
CN(Cc1ccccc1)S(=O)(=O)c1ccc(Cl)c(C(=O)NCc2ccc3c(c2)OCO3)c1,6.5,4.6,-9.6,5.0,-2.6,-4.2,2.0,11.0
Cc1ccc(F)cc1NC(=S)NCCc1ccccc1,6.9,-10.0,-10.1,-21.9,6.2,2.4,-2.0,3.5
Cc1ccc(NC(=O)CSc2nnc3ccccn23)cc1S(=O)(=O)N1CCOCC1,-12.2,-6.0,22.1,-8.2,-5.9,1.2,2.2,-13.6
CCNCc1cc(Cl)c(OCc2ccccc2)c(OCC)c1,1.3,-2.0,24.5,-9.1,-7.0,-8.1,-3.0,-1.5
O=C(CCNS(=O)(=O)c1ccccc1)NCCCSc1ccccc1,0.3,-6.5,-0.2,6.3,-6.2,0.7,1.3,-3.9
Cc1ccc(S(=O)(=O)N2CCCC(c3nnc4n3-c3ccccc3SC4)C2)cc1 (centres undefined),-5.2,13.2,-1.4,-1.5,-15.9,-10.2,-3.6,-5.1
O=C(O)c1ccc(S(=O)(=O)c2ccc3c(c2)C(=O)N(c2ccc(O)cc2)C3=O)cc1,-1.6,-47.6,0.8,-12.6,10.9,5.7,2.4,-1.6
# Other structures.
SMILES,ATG4B inhibitor,APJ antag,UBC13 inh,EBI2 antag,Gli-Sufu antag,CXCR6 inh,APJ agonist,CCR6 antag
CC(=O)Nc1ccc(NC(=O)C/C(C)=N/NC(=O)C(=O)Nc2ccc(C)c(Cl)c2)cc1,2.7,6.1,-12.4,-2.2,6.7,-0.6,-0.9,10.7
CCCn1cc(SCC(=O)NCC2CCCO2)c2ccccc21 (centres undefined),-5.8,19.5,-0.5,3.7,-12.1,-1.3,3.5,11.7
Cc1ccc(S(=O)(=O)NCC(=O)OCC(=O)c2ccc(S(=O)(=O)N3CCCCC3)cc2)cc1C,-55.1,nt,nt,15.1,-1.5,55.7*,nt,71.6*
COc1ccc(N(Cc2cc3ccccc3[nH]c2=O)S(=O)(=O)c2ccccc2)cc1,1.2,-13.4,-1.8,11.6,-0.3,-0.5,-2.2,10.3
CCNC(=O)/C(C#N)=C/c1c(N(Cc2ccccc2)Cc2ccccc2)nc2ccccn2c1=O,-22.8,4.1,?,2.3,88.5*,6.9,-6.0,12.2
O=C(Nc1ccc(-c2cn3ccsc3n2)cc1)C1COc2ccccc2O1 (centres undefined),1.9,-36.7,-1.6,-2.2,-47.8,-14.1,12.4,-15.7
COc1ccc(OC)c(Cc2nnc(CCC(=O)NC3CCCCCCC3)o2)c1,-1.0,-4.0,6.0,-0.5,22.7,-1.5,-1.7,-6.1
CCOc1cc(N2CCOCC2)c(OCC)cc1NC(=O)c1cc(C)nc2ccccc12,6.0,5.8,-11.5,6.6,6.3,-13.1,-3.9,7.5
COC(=O)c1cc2c(cc1N)OCCO2,9.0,-5.7,5.3,-6.4,0.5,-22.0,-1.2,8.2
NC1=C([N+](=O)[O-])C(c2ccc3c(c2)OCO3)C2=C(CCCC2=O)O1 (centres undefined),11.1,6.2,-3.3,-17.2,nt,-5.2,-0.6,9.2
FC(F)(F)c1nc2nncn2c2c1CCCCC2,3.5,12.5,9.0,-5.2,-0.5,3.2,-1.2,9.2
Cc1nc(SCC(=O)c2cccs2)c2oc3ccccc3c2n1,2.2,17.7,10.6,17.5,-46.5,2.6,2.3,3.2
O=C(Cn1nc(C(F)(F)F)c2c1CCCC2)NCc1ccco1,7.7,4.9,11.0,-2.5,4.0,1.9,-5.4,-8.4
CCCN(CCC)S(=O)(=O)c1cc(CN2C(=O)c3cccnc3C2=O)ccc1OC,6.6,-7.9,5.3,-4.0,40.2,-2.6,0.7,4.3
CCC(C)(C)NC(=O)C1CCN(c2nc(OC)nc(OC)n2)CC1,-5.8,-16.8,3.2,-7.9,-4.0,-2.2,-3.0,3.0
O=C(NCCCN1CCCC1=O)Nc1ccccc1Cl,3.0,-0.1,-3.0,-7.2,0.6,-3.7,-4.0,0.7
S=C(NCC1CCCO1)NC1CCCC1 (centres undefined),2.7,-2.7,8.6,0.4,-11.2,-1.2,-4.4,-6.1
COc1cccc(/C=C2\CCC(C3CCCC3)C2=O)c1OC (centres undefined),8.7,11.7,1.1,0.7,nt,3.2,-3.0,14.4
CC(C)Sc1nc2c(c(=O)n1-c1ccc(F)cc1)SCC2,25.4,8.5,-13.6,-11.0,1.7,13.1,2.9,-4.1
O=C(CSc1ccc2nnc(-c3ccccn3)n2n1)Nc1ccccc1C(F)(F)F,-2.3,-0.5,5.6,1.9,21.9,7.4,2.9,-3.3
Cc1ccc(NC(=O)CCCn2nc(C)c3c(C)n(-c4ccccc4)nc3c2=O)c(Cl)c1,-7.2,7.9,3.7,-1.5,7.1,7.7,-1.6,9.2
Cc1cc(C)c(-n2nnnc2SC(C)C)c(C)c1,-10.3,5.5,5.8,1.5,-1.1,1.5,-1.1,13.0
COc1cc(C=O)ccc1OC(=O)c1cccnc1,1.8,-13.9,-1.6,-6.1,8.2,2.9,-1.2,10.5
O=C(O)CC/C(=N/NC(=O)c1ccc(-c2ccccc2)cc1)c1ccccc1,-0.3,1.8,2.2,-15.7,-9.0,-17.0,2.9,-12.1
COc1ccc(OC)c(NC(=O)c2ccc(NS(C)(=O)=O)cc2)c1,-5.1,-3.9,0.6,-6.5,3.6,5.0,-0.3,3.8
# Continuation:
SMILES,ATG4B inhibitor,APJ antag,UBC13 inh,EBI2 antag,Gli-Sufu antag,CXCR6 inh,APJ agonist,CCR6 antag
COc1ccc(/C=C/C(=O)c2cc(F)ccc2OC(=O)c2ccc(OC)c(OC)c2)cc1OC,-16.4,14.9,13.1,16.2,-0.3,-0.1,0.0,15.0
COc1ccc(OC)c(C(=O)Cn2c3[n+](c4ccc(C(F)(F)F)cc42)CCCCC3)c1,-13.4,-13.9,14.9,-0.4,-0.5,0.2,-1.8,-11.0
CCOC(=O)c1cc(NC(=O)c2ccc(Cl)cc2)c(=O)n2c1oc1ccc(Cl)cc12,2.7,1.9,0.0,14.2,3.9,1.1,0.6,-1.9
CCC(=O)Nc1cccc(-c2nnc(-c3ccccc3)o2)c1,15.3,9.0,3.9,-15.3,-34.3,1.4,0.0,10.0
CCC1Nc2ncnc(N3CCCCC3)c2N(Cc2ccc(C)cc2)C1=O (centres undefined),-7.3,27.2,1.6,6.3&-0.2,8.2,28.6&23.0,-6.7,37.5
Cc1[nH]n(-c2ccccc2)c(=O)c1C(=O)c1cccc(F)c1,-0.1,1.6,-1.9,7.7,-7.5,1.2,-2.8,17.2
CCc1ccc(C(=O)COC(=O)C(Cc2ccccc2)NC(=O)C2CCC(C)CC2)cc1 (centres undefined),-1.1,5.0,2.5,-2.5,2.2,-0.9,-5.7,16.2
CC(C)c1cccc(C(C)C)c1NC(=O)COC(=O)[C@H](C)NC(N)=O,-13.2,-6.7,-8.2,-7.9,-0.1,5.0,0.4,-3.4
CC[N+]1=CN(c2ccccc2)C(C)=CC1(C)C,-0.7,0.2,-7.3,-11.5,21.7,-3.5,-1.1,-1.5
Cc1ccc(OC(=O)c2cccc(C(=O)Oc3ccc(C)cc3)n2)cc1,-7.8,-0.9,-3.7,2.8,-14.2,-3.2,0.5,17.6
CCC1(c2ccc(F)cc2)NC(=O)N(CC(=O)N2CCc3ccccc32)C1=O (centres undefined),-8.0,-6.7,3.8,2.1,7.5,-1.2,-1.7,-0.2
COc1ccc(C)cc1Nc1n[n+](-c2ccccc2)c(-c2ccc(N(C)C)cc2)s1,14.3,-22.7,32.7,8.1,61.3*,4.4,5.3,37.5
O=C(Nc1ccccn1)c1cc(-n2cnnc2)ccc1Cl,3.5,7.9,-1.9,-4.6,3.7,2.9,-1.2,-5.5

# Reprinted at random: 3 records from the list
SMILES,ATG4B inhibitor,APJ antag,UBC13 inh,EBI2 antag,Gli-Sufu antag,CXCR6 inh,APJ agonist,CCR6 antag
Cc1nc(SCC(=O)c2cccs2)c2oc3ccccc3c2n1,2.2,17.7,10.6,17.5,-46.5,2.6,2.3,3.2
CCC(=O)Nc1cccc(-c2nnc(-c3ccccc3)o2)c1,15.3,9.0,3.9,-15.3,-34.3,1.4,0.0,10.0
Cc1[nH]n(-c2ccccc2)c(=O)c1C(=O)c1cccc(F)c1,-0.1,1.6,-1.9,7.7,-7.5,1.2,-2.8,17.2

# Screening results deposited in PubChem by Sanford-Burnham Center for Chemical Genomics.
